Bioassay records (PubChem)
HePTP inhibitor – human HePTP phosphatase inhibition. P35236. recombinant HePTP phosphatase activity, OD absorbance. inhibition, % at 20 µM. 110,000 compounds, 0.64% hits. AID 521; in the data active = inhibition above about 50%;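 also: plate controls were vehicle for no effect and reference inhibitor for full effect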
Target sequence (P35236 whole entry, looked up): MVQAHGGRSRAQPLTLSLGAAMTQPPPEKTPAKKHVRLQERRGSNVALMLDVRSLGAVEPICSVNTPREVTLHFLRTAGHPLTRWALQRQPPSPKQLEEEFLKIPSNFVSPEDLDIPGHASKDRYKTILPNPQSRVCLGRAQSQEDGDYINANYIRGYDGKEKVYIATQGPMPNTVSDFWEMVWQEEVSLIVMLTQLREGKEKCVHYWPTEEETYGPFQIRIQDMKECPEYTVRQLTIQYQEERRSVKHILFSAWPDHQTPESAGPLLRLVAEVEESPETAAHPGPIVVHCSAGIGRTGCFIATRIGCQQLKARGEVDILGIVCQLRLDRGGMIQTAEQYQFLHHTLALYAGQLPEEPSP
BAP1 inh – human BAP1 deubiquitinase inhibition | Q92560 | recombinant BAP1, Ub-AMC hydrolysis fluorescence kinetic; stronger effect = lower value | activity remaining (% of control), % at 20 µM | 72,000 compounds, 0.48% hits | AID 436;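 active = activity remaining at or below 50% of control, provided the compound also passes the data quality filters; inactive = the rest, including low values that fail the filters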;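 also: 100% = DMSO wells rate and 0% = substrate alone blank rate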
Target sequence (Q92560 whole entry, looked up): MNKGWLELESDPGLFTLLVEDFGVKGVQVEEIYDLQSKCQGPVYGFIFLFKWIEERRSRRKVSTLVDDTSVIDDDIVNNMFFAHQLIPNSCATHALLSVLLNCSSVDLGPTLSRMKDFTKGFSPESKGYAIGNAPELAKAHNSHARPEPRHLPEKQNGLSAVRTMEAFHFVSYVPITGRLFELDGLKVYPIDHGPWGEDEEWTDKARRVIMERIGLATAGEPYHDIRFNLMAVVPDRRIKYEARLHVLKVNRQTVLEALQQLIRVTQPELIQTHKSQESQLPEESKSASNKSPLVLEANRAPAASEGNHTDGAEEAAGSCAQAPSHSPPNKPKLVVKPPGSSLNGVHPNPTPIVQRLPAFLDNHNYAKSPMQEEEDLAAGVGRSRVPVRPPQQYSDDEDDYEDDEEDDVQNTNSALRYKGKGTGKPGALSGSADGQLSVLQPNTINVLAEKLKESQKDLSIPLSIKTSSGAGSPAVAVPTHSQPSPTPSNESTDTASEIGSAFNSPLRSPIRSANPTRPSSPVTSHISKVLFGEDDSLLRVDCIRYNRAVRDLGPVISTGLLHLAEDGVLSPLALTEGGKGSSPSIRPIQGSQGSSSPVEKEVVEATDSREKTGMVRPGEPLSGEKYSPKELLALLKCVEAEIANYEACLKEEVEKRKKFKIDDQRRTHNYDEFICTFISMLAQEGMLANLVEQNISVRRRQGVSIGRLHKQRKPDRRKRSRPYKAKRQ
An asterisk follows results filed as active; . = not tested or not shown; & = joins results of further samples.

SMILES	HePTP inhibitor	BAP1 inh
Cc1ccc(CN(C(=O)Cn2nnc3ccccc32)C(C(=O)NCc2ccco2)c2cccs2)cc1 (stereo not drawn)	-6	74
O=C(c1cc2ccccc2o1)N1CCN=C1SCc1cccnc1	-1	96
COc1ccc(Cc2noc(-c3ccccc3Cl)n2)cc1	-3	.
Cc1cc(C(=O)NC(C)c2ccc3c(c2)OCO3)cs1 (stereo not drawn)	0	79
CCC(C)Sc1nc(O)cc(=O)[nH]1 (stereo not drawn)	3	106
O=C(CSc1ncnc2c1nnn2-c1ccc(F)cc1)N1CCN(c2ccccc2)CC1	10	105
C=CCN1C(=O)C2(C(C(=O)c3ccc(C)o3)=C(O)C(=O)N2CCCN2CCOCC2)c2ccccc21 (stereo not drawn)	3	118
S=c1[nH]nc(NNc2ccccc2)n1Nc1ccccc1	-5	.
CC(=O)C1=C(O)C(=O)N(c2nnn(C)n2)C1c1cccs1 (stereo not drawn)	-2	90
O=C(Nc1ccccc1Br)c1cc(-c2cccs2)nc2ccccc12	1	.
CC1CCC(NC(=O)C2CCN(C(=O)NC3CCCCC3)CC2)CC1 (stereo not drawn)	-8	101
O=C(NC1CCCC1)c1ccc(COCC(F)(F)C(F)F)o1	2	95
CCCCN(C)C(=O)C1CCN(C/C(C)=C/c2ccccc2)CC1	6	104
COc1cccc(CN2CCN(S(=O)(=O)c3ccc(Cl)cc3)CC2)c1OC	-4	.
CC(CCc1ccccc1)NC(=O)CSc1nnnn1C (stereo not drawn)	3	.
O=C(Nc1ccc(-c2ccccc2)cc1)c1cccnc1	-7	.
CC(=O)n1cc(-c2ccncc2)c2ccccc21	7	98
CN1CCN(S(=O)(=O)c2ccc3ccccc3c2)CC1	4&-21	104
COc1ccc(S(=O)(=O)n2cccc2)cc1	8	.
Cc1ccc(N(CC(N)=O)C2SC(=O)N(C)C2=O)cc1 (stereo not drawn)	3	.
O=C1NN(c2ccc(Br)cc2)C(=O)/C1=C\c1ccccc1	9	.
CCOc1ccccc1NC(=O)C1=C(C)NC(=O)NC1c1ccc(Cl)cc1 (stereo not drawn)	.	106
O=[N+]([O-])c1ccc(N2CCN(S(=O)(=O)c3ccc4ccccc4c3)CC2)cc1N1CCCC1	8	.
COc1ccc(-c2cc(C(=O)N3CCCc4ccccc43)no2)cc1	-2	95
CCN1CC=C2C(C#N)=C(N)C(C#N)(C#N)C(CCc3ccccc3)C2C1 (stereo not drawn)	8	118
COc1ccc(-c2csc(/C(C#N)=C\c3c[nH]c4ccccc34)n2)cc1	5	.
Cn1cccc1C(C(=O)NC1CCCCC1)N(C(=O)Cc1cccs1)C1CC1 (stereo not drawn)	-12	106
Cc1ccc(C(=O)c2cc(C)sc2NC(=O)CN2CCN(C(=O)c3ccco3)CC2)cc1	5	66
COc1ccc(/C=C2\C(=O)NC(=S)N(c3ccc(Br)cc3C)C2=O)c(C)c1	-3	.
CC(NC(=O)C(=O)NCC1CCNCC1)c1ccccc1 (stereo not drawn)	2	.
NC(=O)c1ccccc1NC(=O)CCc1ccccc1	1	108
CC(C)(C)c1cc(C2Nc3cccc4cccc(c34)N2)cc(C(C)(C)C)c1O	-11	.
O=C(c1ccc([N+](=O)[O-])cc1)c1ccc2c(c1)C(=O)N(c1cccnc1)C2=O	.	86
CCn1c(N)nc2ccccc21	1	106
COc1ccc(OC)c(Nc2nc(N)nc(-c3cc4ccccc4o3)n2)c1	1	84
COc1cccc(OCc2cc(C3Nc4ccccc4C(=O)N3Cc3ccco3)ccc2OC)c1 (stereo not drawn)	-2	.
CCN(CC)c1ccc(NC(=O)CN2CCN(c3nc(C)cc(C)n3)CC2)cc1	7	100
Cc1onc(-c2ccccc2)c1C(=O)Nc1ccc([N+](=O)[O-])cc1Br	104*	.
O=C1CS/C(=N\c2ccccn2)N1C1CCCCC1	-1	90
COc1cc(C2CC(=O)Nc3c2ccc2ccccc32)cc(OC)c1O (stereo not drawn)	.	154
COC(=O)c1c(N)nc(C)n1-c1ccc(OC)cc1	6	102
Cc1ccccc1NC(=O)CSCCO	7	135
Cc1ccccc1NC(=O)c1c(NC(=O)c2cccc(Cl)c2)sc2c1CCCC2	-7	.
O=C1c2cccc3c(Br)ccc(c23)C(=O)N1Nc1ccccc1	9	.
CCOC(=O)c1c2c(n(C)c1CO)C(=O)C(=O)c1ccc(Br)cc1-2	8	.
C=CCNc1nc2c(c(=O)[nH]c(=O)n2C)n1CCCCC	.	92
O=C1C(=O)N(Cc2cccnc2)C(c2ccccc2Cl)/C1=C(\O)c1ccccc1 (stereo not drawn)	-8	.
COC(=O)c1ccccc1NC(=O)c1nn(C)cc1[N+](=O)[O-]	-7	.
C=CCN(C)CCCNC(=O)/C=N/O	-7	140
CC1=C(C(=O)Nc2ccccc2C)C(c2ccccc2Cl)NC(=S)N1 (stereo not drawn)	.	116
CCn1c(SCCC(C)C)nnc1-c1c[nH]c2ccccc12	1	89
CCN1C(=O)/C(=C/c2ccc(C)o2)C(=O)NC1=S	-4	.
COc1ccccc1NC(=O)c1ccccc1NC(=O)c1ccccc1C	2	.
CC(=O)c1ccc(NC(=O)CSc2nc3ccc([N+](=O)[O-])cc3s2)cc1	6	.
COc1ccc(N(CC(=O)Nc2ccc(Br)cc2)S(C)(=O)=O)c(OC)c1	-2	.
N#CCCCCn1c(-c2cncs2)nc2ccccc21	13	96
C=CCN1C(=O)C2C(C(=O)NCc3ccccc3)C3(C)C=CC2(O3)C1C(=O)NC(C)(C)C (stereo not drawn)	1	99
O=C(CSc1nc2scc(-c3ccco3)c2c(=O)n1-c1ccccc1)N1CCOCC1	-4	102
Cc1noc(C)c1CSc1nnc2ccc3ccccc3n12	3	102
COC(=O)c1ccc(NC(=O)C(=O)NCCCN(C)C)cc1	2	.

17 entries from above, set out differently:
Every second line gives: HePTP inhibitor	BAP1 inh
O=C1c2cccc3c(Br)ccc(c23)C(=O)N1Nc1ccccc1
→ 9	.
CCOC(=O)c1c2c(n(C)c1CO)C(=O)C(=O)c1ccc(Br)cc1-2
→ 8	.
C=CCNc1nc2c(c(=O)[nH]c(=O)n2C)n1CCCCC
→ .	92
O=C1C(=O)N(Cc2cccnc2)C(c2ccccc2Cl)/C1=C(\O)c1ccccc1 (stereo not drawn)
→ -8	.
COC(=O)c1ccccc1NC(=O)c1nn(C)cc1[N+](=O)[O-]
→ -7	.
C=CCN(C)CCCNC(=O)/C=N/O
→ -7	140
CC1=C(C(=O)Nc2ccccc2C)C(c2ccccc2Cl)NC(=S)N1 (stereo not drawn)
→ .	116
CCn1c(SCCC(C)C)nnc1-c1c[nH]c2ccccc12
→ 1	89
CCN1C(=O)/C(=C/c2ccc(C)o2)C(=O)NC1=S
→ -4	.
COc1ccccc1NC(=O)c1ccccc1NC(=O)c1ccccc1C
→ 2	.
CC(=O)c1ccc(NC(=O)CSc2nc3ccc([N+](=O)[O-])cc3s2)cc1
→ 6	.
COc1ccc(N(CC(=O)Nc2ccc(Br)cc2)S(C)(=O)=O)c(OC)c1
→ -2	.
N#CCCCCn1c(-c2cncs2)nc2ccccc21
→ 13	96
C=CCN1C(=O)C2C(C(=O)NCc3ccccc3)C3(C)C=CC2(O3)C1C(=O)NC(C)(C)C (stereo not drawn)
→ 1	99
O=C(CSc1nc2scc(-c3ccco3)c2c(=O)n1-c1ccccc1)N1CCOCC1
→ -4	102
Cc1noc(C)c1CSc1nnc2ccc3ccccc3n12
→ 3	102
COC(=O)c1ccc(NC(=O)C(=O)NCCCN(C)C)cc1
→ 2	.

Next records follow.
SMILES	HePTP inhibitor	BAP1 inh
O=C1/C(=C/c2ccc(-c3ccccc3[N+](=O)[O-])o2)SC(=S)N1Cc1ccccc1	-2	.
CCn1c(-c2cc(OC)ccc2OC)csc1=Nc1c(C)n(C)n(-c2ccccc2)c1=O	1	.
Cc1ccc(C2CC(C(F)(F)F)n3nc(C(=O)NCC4CCCO4)cc3N2)cc1 (stereo not drawn)	2	94
COc1cc(C(=O)Nc2ccccc2F)cc(OC)c1OC	.	159
O=C1CC(NCCN2CCOCC2)C(=O)N1Cc1ccc(N2CCCC2=O)cc1 (stereo not drawn)	10	.
CC1CC(=O)N(CC(=O)NCc2ccco2)c2ccccc2S1 (stereo not drawn)	3	94
COc1ccc(NC(=O)C2CCN(S(=O)(=O)c3ccc(C)cc3)CC2)cc1OC	-13	105
COc1ccc(CC(=O)c2ccc(O)cc2O)cc1OC	8	83
COc1ccc(OCc2nc(C#N)c(N3CCN(c4ccc(OC)cc4)CC3)o2)cc1	1	89
COc1ccc(NC(=O)C2CCCN(S(=O)(=O)c3cccc4nonc34)C2)c(OC)c1 (stereo not drawn)	7	105
CCOc1ccc(OCC)c(S(=O)(=O)NCc2cccnc2)c1	-5	.
O=C(c1nsnc1-c1ccccc1O)N1CCCCC1	6	84
CC(=O)Nc1ccc(S(=O)(=O)Nc2cccc(C(=O)Nc3ccccc3C(=O)O)c2)cc1	3	.
O=C(NCc1ccco1)C1CCN(C(=O)Cc2ccccc2)CC1	-8	.
O=C(c1ccc(-c2ccccc2)cc1)N1CCNCC1	7	.
Cc1ccc(CNC(=O)CN2CCC(C(N)=O)CC2)cc1	-20	103
Cc1ccc(-c2nnc(NC(=O)Nc3cccc(Cl)c3)s2)cc1C	0	.
Nc1nncn1C(=O)c1cccs1	4	98
COc1ccccc1N1CCN(C(CNS(=O)(=O)c2cccs2)c2cccnc2)CC1 (stereo not drawn)	5	92
COc1ccc(C(=O)N/C(=C/c2ccc(-c3cc(Cl)ccc3Cl)o2)C(=O)NCCCO)cc1	6	.
CCCCC(=O)NCCNc1nc2c(c(=O)n(C)c(=O)n2C)n1Cc1ccccc1	13	102
COc1cc(C(=O)Nc2nnc(C)s2)cc(OC)c1OC	1	97
COc1ccc(N2CCCCn3c2nc2c3c(=O)n(C)c(=O)n2C)cc1	5	75
CSc1cc(C)nc(N(C)C(C)=O)n1	0	149
CC(C)Oc1ccc(C(=O)NC2CCS(=O)(=O)C2)cc1 (stereo not drawn)	14	107
CCOC(=O)c1c(-c2ccc(C)cc2)csc1NC(=S)NC(C)=O	7	.
COc1ccc(CCN=Cc2c(O)[nH]c(=O)[nH]c2=O)cc1	-2	.
CCN(CC)c1ccc(/C=N/NC(=O)c2nonc2N)c(OCc2ccc(Cl)cc2Cl)c1	6	.
O=C(c1ccccc1)N1CCN(Cc2cccc(Oc3ccccc3)c2)CC1	8	.
O=C1Oc2ccccc2N/C1=C/c1ccccc1	3	.
O=C(CCC1CCCC1)N1CCN(C(=O)C2CC2)CC1	4	140
Nc1nnc(Cc2ccc(Cl)cc2Cl)s1	5	.
COc1ccc(C(=O)N2CCN(Cc3ccccc3)CC2)c(OC)c1	9	.
Cc1ccc(-c2nc(C3CCCN(S(=O)(=O)c4ccc(C(F)(F)F)cc4)C3)no2)cc1 (stereo not drawn)	7	109
CCCOc1ccc(C2/C(=C(/O)c3ccc(F)cc3)C(=O)C(=O)N2CCCN(C)C)cc1 (stereo not drawn)	-3	52
CCOC(=O)c1sc(=NC(=O)c2ccc(C)c(C)c2)n(C)c1C	.	164
CN1/C(=C\C(=O)c2ccco2)C(C)(C)c2ccccc21	-6	71
CCOCCSc1nc2c(c(=O)[nH]c(=O)n2C)n1CCCc1ccccc1	4	86
CC(C)CC(=O)N1CCN(C(=O)COc2ccc3ccccc3c2)CC1	-2	.
Cc1nn(-c2ccc(Cl)cc2)c2sc(C(=O)N3CCN(C(=O)c4ccco4)CC3)cc12	1	.
CCCOc1ccc(N2C(=O)CC(N(Cc3ccc(S(N)(=O)=O)cc3)C(=O)CC)C2=O)cc1 (stereo not drawn)	2	72
CCOc1cc(S(=O)(=O)N(CC)CC)ccc1Br	2	141
O=C(NC(NC(=S)Nc1ccccc1I)C(Cl)(Cl)Cl)c1ccccc1F (stereo not drawn)	10	.
COc1ccc(C(=O)N/C(=C\c2cccc([N+](=O)[O-])c2)C(=O)NCC(C)C)cc1	7	.
Cc1oc(-c2cccc(Cl)c2)nc1CN1CCCC(C(=O)NCCCN2CCOCC2)C1 (stereo not drawn)	-6	122
COCCOC(=O)c1[nH]c2c(c1C)C(=O)CC(c1ccco1)C2 (stereo not drawn)	20	70
CCCCC(=O)Nc1ccc(NC(=O)CCCC)nc1	1	100
CCN(Cc1nc2cc(OC)c(OC)cc2c(=O)[nH]1)C(=O)c1ccc(S(=O)(=O)N(C)C)cc1	8	109
O=C1CC(c2ccccc2Cl)CC2=C1C(c1cccs1)Nc1ccccc1N2 (stereo not drawn)	-14	.
O=C1CSC(=S)N1c1cccnc1	4	130
Cc1nc2cc(NC(=O)NCCC3=CCCCC3)ccc2o1	-8	106
O=C(OCc1cc(=O)n2cc(Br)ccc2n1)C1COc2ccccc2O1 (stereo not drawn)	4	112
COc1cc(-c2ccc(=O)[nH]n2)ccc1OC(F)F	.	98
O=C1S/C(=C/c2ccccc2)C(=O)N1CNc1ccc(I)cc1	-16	.
CCOc1cccc2c1N(C(=O)c1ccc(OC)cc1)C(C)(C)C(=S)C2=C1SC(C(=O)OC)=C(C(=O)OC)S1	2	.
CCC(=O)OCC1OC(n2ccc(=O)[nH]c2=O)CC1OC(=O)CC (stereo not drawn)	.	130
COc1ccc(C(NC(C)=O)NC(C)=O)cc1OC	3	.
CCC(=O)Nc1cc(=O)[nH]c2ncnn12	-4	106
CN(C)C(=O)NCCSCc1ccccc1Cl	4	.
CCOC(=O)c1cc2c3ccccc3n(CC)c2nc1N	6	.
(cont.)
SMILES	HePTP inhibitor	BAP1 inh
CN(C)c1ccc(NC(=O)Nc2ccc(Cl)cc2)cc1	12	.
CCOc1ccc2nc(NS(=O)(=O)c3ccc4c(c3)n(C)c(=O)n4C)sc2c1	7	95
Cc1nc2cc3nc(C)sc3cc2s1	6	109
N#Cc1nc(COc2ccc(Cl)cc2Cl)oc1N1CCN(c2ccccc2)CC1	-1	.
Cc1cc(C)c2c(CC(=O)O)coc2c1	4	97
COC(=O)C1=CN(Cc2ccc(C)cc2)C=C(C(=O)OC)C1c1ccc(OC(F)(F)F)cc1	-2	.
CC(C)CNC(=O)c1cccc(NC(=O)CSCc2ccccc2)c1	5	.
Clc1cc(-n2nc(-c3ccccc3)cc2-c2ccccc2)ncn1	.	124
CN(C)/C=C1/Nc2ccccc2C1=O	2	89
